NadD block: blocks S. aureus nicotinate mononucleotide adenylyltransferase; purified NadD enzyme, colorimetric absorbance read-out; inhibition, % at 20 µM; 360,000 compounds, 0.78% hits; in the data active = inhibition above about 26%; also: some compounds past the cut are filed as inactive
CSN inh: blocks human CSN-mediated cullin deneddylation | Purified CSN, SCF-Nedd8-OG deneddylation, fluorescence polarization | 360,000 compounds, 0.38% hits | AID 651999 | inhibition, % at 12.5 µM;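 active = pattern-corrected inhibition above about 35%, with an unprinted fluorescence ratio check between 0.5 and 1.5, limit read from the data, passing the limit was not always enough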;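 also: 0% = enzyme with substrate and 100% = substrate without enzyme; some results filed as inactive read as strong as hits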
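Test system: purified human Csn5 enzyme expressed in HEK293T cells. Amount: 0.24 nM enzyme. Reagent: SCFSkp2-Nedd8OG substrate at 10 nM final. Schedule: 90 min incubation of compound, enzyme and substrate at room temperature. Detection: fluorescence polarization. Read-out: % inhibition of substrate cleavage by Csn5.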
Neddyl block: blocks human cullin neddylation. calls only at 25 µM. TR-FRET cullin neddylation, biochemical. AID 651699. 360,000 compounds, 0.58% hits; in the data active = inhibition above about 36%
Target sequence (P61081 whole entry, looked up): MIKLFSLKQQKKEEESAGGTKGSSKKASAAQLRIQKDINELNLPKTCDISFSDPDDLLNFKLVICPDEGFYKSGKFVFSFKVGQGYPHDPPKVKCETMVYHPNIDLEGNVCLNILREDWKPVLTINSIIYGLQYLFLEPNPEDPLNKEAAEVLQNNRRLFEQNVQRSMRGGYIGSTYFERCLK
Target sequence (Q13564 whole entry, looked up): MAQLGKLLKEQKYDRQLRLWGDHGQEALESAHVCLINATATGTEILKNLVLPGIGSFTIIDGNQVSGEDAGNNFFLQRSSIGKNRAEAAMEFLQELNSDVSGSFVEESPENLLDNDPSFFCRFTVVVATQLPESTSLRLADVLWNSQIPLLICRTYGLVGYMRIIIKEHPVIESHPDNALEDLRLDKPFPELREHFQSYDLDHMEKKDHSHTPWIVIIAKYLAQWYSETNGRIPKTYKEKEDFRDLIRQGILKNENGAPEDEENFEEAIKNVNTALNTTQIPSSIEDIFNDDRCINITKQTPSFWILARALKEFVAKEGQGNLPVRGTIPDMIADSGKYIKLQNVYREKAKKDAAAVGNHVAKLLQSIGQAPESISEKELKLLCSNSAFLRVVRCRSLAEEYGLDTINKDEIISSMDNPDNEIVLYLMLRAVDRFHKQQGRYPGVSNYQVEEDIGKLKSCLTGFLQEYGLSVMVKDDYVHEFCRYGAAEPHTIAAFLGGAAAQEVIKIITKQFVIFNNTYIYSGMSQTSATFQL
Rpn11 block: blocks the human proteasome subunit Rpn11. calls only at 20 µM. 360,000 compounds, 0.59% hits. human 26S proteasome, Ub4-pepOG fluorescence polarization; 20S core pre-blocked with epoxomicin. AID 588493;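 active = inhibition at 20 µM, scaled to each plate's controls, above about 33%, limit read from the data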
Target sequence (O00487 whole entry, looked up): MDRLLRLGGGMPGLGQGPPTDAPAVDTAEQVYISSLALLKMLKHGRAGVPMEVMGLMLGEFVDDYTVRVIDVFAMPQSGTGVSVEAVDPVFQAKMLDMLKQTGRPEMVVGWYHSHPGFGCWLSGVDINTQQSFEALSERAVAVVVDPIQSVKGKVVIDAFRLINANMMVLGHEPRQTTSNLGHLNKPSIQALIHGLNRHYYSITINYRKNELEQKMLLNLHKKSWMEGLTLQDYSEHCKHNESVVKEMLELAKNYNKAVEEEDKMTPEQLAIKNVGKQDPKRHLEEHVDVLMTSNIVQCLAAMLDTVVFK
MLLE-PAM2 inh: blocks PAM2 peptide binding to the PABP1 MLLE domain. P11940. GST-MLLE / FITC-PAM2 fluorescence polarization. inhibition, % at 20 µM. 360,000 compounds, 0.36% hits; in the data active = inhibition above about 35%, passing the limit was not always enough;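 also: plate controls were DMSO wells with GST-MLLE for no effect and wells lacking GST-MLLE protein for full effect; some results filed as inactive read as strong as hits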
MT1-MMP act inh: blocks activation of human MT1-MMP; HT1080 RFP-PRO-GFP cells, GFP/RFP ratio fluorescence, overnight; percent of plate control window, DMSO zero; 360,000 compounds, 0.061% hits; P50281; GFP/RFP ratio change, % at 20 µM;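 active = GFP/RFP ratio change of at least 30% with cell ATP level not reduced by more than half and red fluorescence within 50% of control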; also: strong numbers were not always called active
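Assay system: HT1080 RFP-PRO-GFP cells | Dosing: 20 µM single dose, 1% DMSO | Incubation: Cells overnight before dosing, compound overnight, 37 °C, 5% CO2 | Evaluation: GFP/RFP fluorescence ratio | Control set: DMSO-only wells and HT1080 RFP-L50D-GFP cell wells as references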
Rin1-Abl PPI inh: inhibitors of human Rin1-Abl protein interaction | P00519+Q13671 | TR-FRET Rin1/Abl binding, biochemical | inhibition, % at 7.35 µM | 360,000 compounds, 0.4% hits | AID 588664; in the data active = inhibition above about 5%, passing the limit was not always enough
SKN-1 inh: C. elegans SKN-1 inhibition. C. elegans VP596 Pgst-4::GFP/RFP ratio, acrylamide-induced, 24 h. inhibition, % at 21.8 µM. 360,000 compounds, 0.49% hits. AID 624304;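 active = interference check ratio from 0.5 to 1.5 plus GFP to RFP signal ratio inhibition reaching or exceeding a fixed threshold, cut at about 30% in these data, passing the limit was not always enough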; also: some compounds called inactive have numbers as strong as hits
FAS-TE inh: FAS thioesterase (human) inhibition. 360,000 compounds, 0.67% hits. P49327. inhibition, % at 15 µM. recombinant FAS-TE, OMFH fluorogenic substrate, fluorescence endpoint;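 active = compounds whose normalised, plate-corrected inhibition of enzyme fluorescence in the single-dose primary screen is 50% or more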;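 also: 0% = DMSO with enzyme and 100% = substrate without enzyme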
* marks the source's active call; other numbers are inactive results; i = inactive; nt = not tested or not shown.

compound | CSN inh | Rpn11 block | FAS-TE inh | NadD block | Rin1-Abl PPI inh | MLLE-PAM2 inh | MT1-MMP act inh | Neddyl block | SKN-1 inh
CCCN1CCc2c(sc3nc(SCC)n(-c4ccc(OC)cc4)c(=O)c23)C1 | 8 | i | -11 | -1 | 1 | -29 | 0 | i | -11
Cc1cnc(CN(C)C(=O)C2CCC(=O)N(CCc3cccc(F)c3)C2)[nH]1 (configuration not stated) | -2 | i | -3 | -3 | -2 | 9 | -1 | i | -17
Cc1nc(C)c(NC(=O)OC(C)C)cc1NC(=O)OC(C)C | -1 | i | -8 | -2 | 0 | 7 | 2 | i | -4
CCN1C(=O)c2ccccc2S(=O)(=O)c2ccc(C(=O)NCc3cccnc3)cc21 | 0 | i | -3 | 2 | 0 | 3 | 0 | i | 4
c1ccc(-c2nc3ccccc3nc2N2CCOCC2)cc1 | -8 | i | -2 | 2 | -3 | 2 | 0 | i | 1
Cc1nc2scc(C)n2c(=O)c1S(=O)(=O)Nc1ccc(N2CCOCC2)c(Cl)c1 | 1 | i | 9 | 12 | 5 | 8 | 5 | i | 7
Cn1c(N)c(C(=O)COC(=O)COc2ccc3ccccc3c2)c(=O)n(C)c1=O | 1 | i | 9 | -10 | 4 | 5 | 0 | i | 4
O=C(CCn1c(=S)oc2ccccc21)Nc1ccccc1F | 3 | i | -5 | 3 | 0 | 1 | -1 | i | 16
O=C1CSC(=S)N1CC1CCCO1 (configuration not stated) | 7 | i | -3 | 1 | 1 | 12 | 35* | i | 2
COc1cccc(NC(=O)C(c2ccccc2)N2CCN(CC(=O)N3CCOCC3)CC2)c1 (configuration not stated) | -6 | i | -3 | -4 | 2 | -24 | -1 | i | -12
COc1ccc(C)c2sc(N(CCCN(C)C)C(=O)c3ccc4c(c3)OCCO4)nc12 | -5 | i | -5 | -5 | 2 | 13 | -2 | i | -21
Cc1ccccc1NC1=NCC(c2ccc([N+](=O)[O-])cc2)S1 (configuration not stated) | -2 | i | -49 | -8 | -1 | 0 | -24 | i | -1
O=C(NC1CC2CCC(C1)N2Cc1ccccc1)c1ccccc1Br (configuration not stated) | 2 | i | -5 | -2 | 3 | 9 | 0 | i | -7
CN(C(=O)CSC1=NC2C(N=N1)c1cc(Br)ccc1N2C)C1CCCCC1 (configuration not stated) | 4 | i | -9 | -7 | 3 | 10 | -4 | i | 10
CCc1ccc2c(c1)C1(NN=C(c3ccccc3)S1)C(=O)N2 (configuration not stated) | 6 | i | 5 | 3 | -1 | 45* | -22 | i | 5

Four entries already listed, arranged by molecular weight, ascending.
compound | CSN inh | Rpn11 block | FAS-TE inh | NadD block | Rin1-Abl PPI inh | MLLE-PAM2 inh | MT1-MMP act inh | Neddyl block | SKN-1 inh
Cc1ccccc1NC1=NCC(c2ccc([N+](=O)[O-])cc2)S1 (configuration not stated) | -2 | i | -49 | -8 | -1 | 0 | -24 | i | -1
Cn1c(N)c(C(=O)COC(=O)COc2ccc3ccccc3c2)c(=O)n(C)c1=O | 1 | i | 9 | -10 | 4 | 5 | 0 | i | 4
CCN1C(=O)c2ccccc2S(=O)(=O)c2ccc(C(=O)NCc3cccnc3)cc21 | 0 | i | -3 | 2 | 0 | 3 | 0 | i | 4
Cc1nc2scc(C)n2c(=O)c1S(=O)(=O)Nc1ccc(N2CCOCC2)c(Cl)c1 | 1 | i | 9 | 12 | 5 | 8 | 5 | i | 7

Going on with the list:
compound | CSN inh | Rpn11 block | FAS-TE inh | NadD block | Rin1-Abl PPI inh | MLLE-PAM2 inh | MT1-MMP act inh | Neddyl block | SKN-1 inh
Cc1ccc(-c2cc(C(F)F)n3ncc(C(=O)NN4CCCCC4)c3n2)cc1 | -1 | i | 0 | 2 | 3 | -3 | 1 | i | 2
COc1ccc(C(=O)CC(=O)c2ccccc2O)cc1OC | -5 | i | -2 | -2 | 2 | 5 | -5 | i | -4
COc1cc(/C=N/NC(=O)c2ccccc2O)ccc1OCC(=O)Nc1ccccc1 | 49* | i | 1 | 7 | 1 | -5 | 2 | nt | 16
Cc1ccc(C)n1NC(=O)c1ccc(Cl)cc1 | 4 | i | -3 | 9 | 2 | -8 | -5 | i | -7
CCc1cc2c(N[C@@H](Cc3ccccc3)C(=O)O)ncnc2s1 | -1 | i | -4 | 3 | 2 | 2 | -3 | i | -3
COCCNC(=O)CN1C(=O)CSc2ccc(S(=O)(=O)N3CCOCC3)cc21 | 2 | i | -4 | 10 | 0 | 5 | -5 | i | 8
COC(=O)C[C@H]1c2cc(F)ccc2S(=O)(=O)N1Cc1ccccc1OC | 6 | i | -1 | -4 | 2 | -3 | 1 | i | 14
CCCC(c1nnnn1Cc1cccs1)N1CCN(C)CC1 (configuration not stated) | -2 | i | -7 | -1 | 0 | 3 | -1 | i | 9
CCc1noc(C)c1C(=O)Nc1nc2ccc(F)cc2s1 | 3 | i | -1 | 7 | 4 | -44 | -7 | i | 29
CN(c1ccc(C(=O)Nc2cccnc2)cc1)S(=O)(=O)c1ccc(Cl)cc1 | -1 | i | 7 | -3 | 0 | 3 | -7 | i | -8
C=CCNC(=S)NNc1nc(Nc2ccccc2)nc(N2CCCCC2)n1 | -7 | i | 3 | 7 | -4 | -103 | -2 | i | 7
CCCCn1c(N)c(N(CCOC)C(=O)COC(=O)c2ccccc2OCC)c(=O)[nH]c1=O | 0 | i | -2 | -1 | 3 | -1 | 2 | i | 16
O=C(Nc1ccccc1)OCCOc1ccc(Cl)cc1Cl | -4 | i | 32 | -8 | 1 | 5 | 3 | i | 27
CCCn1c(Sc2nc3c(c(=O)[nH]c(=O)n3C)n2CCC)nc2c1c(=O)[nH]c(=O)n2C | -4 | i | -8 | 6 | 0 | -8 | -1 | i | -31
Cc1cccc(C)c1NC(=O)Cn1c(=O)n(CCC(=O)NCc2ccco2)c(=O)c2sccc21 | -1 | i | -7 | -3 | -1 | 1 | 7 | i | 2
COc1ccc(C)cc1NC(=O)CCC(=O)Nc1nnc(C(F)(F)F)s1 | 0 | i | -16 | -3 | 1 | -12 | 0 | i | 24
CCC/C(O)=C1\C(=O)CC(c2ccccc2)CC1=NCCc1c(C)[nH]c2ccc(C)cc12 (configuration not stated) | 0 | i | 6 | 12 | -1 | 12 | -12 | i | 6
CC1CC(C)(C)CC2(C1)NC(=O)N(CC(=O)Nc1ccc3[nH]c(=O)[nH]c3c1)C2=O (configuration not stated) | 73* | i | -3 | 6 | 0 | 4 | -3 | i | 3
CC(=O)c1ccc(C)cc1OC(=O)c1cccc(F)c1 | -2 | i | 1 | -5 | 0 | -7 | 0 | i | 2
CC(C)[C@H](NC(=O)c1ccccc1)C(=O)OCC(=O)NCC1CCCO1 (some centres not stated) | 2 | i | -10 | -1 | 1 | 4 | 2 | i | 5
O=[N+]([O-])c1ccccc1-c1ccc(C(=S)N2CCN(c3ccccc3)CC2)o1 | 5 | i | 21 | 21 | 0 | 5 | -1 | i | 0
O=C(CN(c1ccccc1)S(=O)(=O)c1ccc(Cl)cc1)Nc1ccccc1C(=O)N1CCCC1 | 1 | i | 13 | -1 | 2 | -21 | -10 | i | 6
Cc1ccc(S(=O)(=O)N2CCCCC2)cc1NC(=O)COC(=O)c1ccccc1F | -4 | i | 7 | -6 | 2 | -10 | 5 | i | -7
O=C(O)[C@@H]1CCCN1C(=O)c1ccccc1N1C(=O)[C@@H]2Cc3c([nH]c4ccccc34)C(c3cccc(Cl)c3)N2C1=O (some centres not stated) | -4 | i | -4 | 13 | -6 | 22 | -1 | i | 7
Cc1noc(C)c1COC(=O)CNC(=O)c1cccc(F)c1 | -1 | i | -5 | -8 | 1 | -15 | 0 | i | -2
O=c1ccc2c([nH]1)CCCCCCCCCC2 | 4 | i | 10 | -2 | 2 | -6 | -8 | i | 9
CC(=O)N1CCC(N(C(=O)Nc2ccc(F)cc2)C2CCCC2)CC1 | 4 | i | -11 | -10 | -1 | -5 | -1 | i | -11
COc1ccccc1N1CCN(c2ncnc3c2oc2ccccc23)CC1 | 1 | i | 17 | -4 | -3 | -2 | -5 | nt | -1
O=C(NCCC1=CCCCC1)C1CCN(S(=O)(=O)c2cccc(C(F)(F)F)c2)CC1 | 2 | i | 23 | -4 | 2 | 3 | -2 | i | -7
O=C(Nc1ccc(Cl)cc1)Nc1nc(-c2ccccc2O)cs1 | 0 | i | 9 | 9 | -2 | 7 | 8 | i | -5
O=C(CCc1nnc2ccc(NCc3ccccc3Cl)nn12)NCC1CCN(C2CCCC2)C1 (configuration not stated) | 1 | i | -3 | 11 | 2 | -30 | -5 | i | -3
N#Cc1c(-c2ccncc2)c2c([nH]c1=S)CCCC2 | 3 | i | -6 | 12 | 2 | 27 | 6 | i | -24
O=C1Nc2ccc(Br)cc2C12OCCO2 | 0 | i | -5 | 5 | -2 | 3 | -2 | i | 3
O=C(Cc1cccc(NC(=O)C2CCCN(C(=O)CCc3ccccc3)C2)c1)Nc1cccc(C(=O)N2CCCC2)c1 (configuration not stated) | 4 | i | -2 | 5 | 3 | 9 | 6 | i | 14
CC(NC(=O)COC(=O)C1=NN(c2ccccc2)C(=O)CC1)c1ccccc1 (configuration not stated) | 4 | i | -6 | -1 | -4 | -2 | 2 | i | 9
CCCn1c(N)c(C(=O)CSc2nnc(-c3cccnc3)n2-c2ccc(C)cc2C)c(=O)[nH]c1=O | 4 | i | -1 | 10 | 12* | -75 | -7 | i | -3
CC(C)Oc1ccccc1/C=N/Nc1ccccc1[N+](=O)[O-] | -9 | i | 24 | 3 | -2 | -10 | 7 | i | 4
Cc1ccc(SCC(=O)Nc2ccc(S(N)(=O)=O)cc2)cc1 | -16 | i | -5 | -4 | 2 | -4 | 2 | i | 0
CCN(CC)CCC#CC1(O)c2ccccc2-c2ccccc21 | 3 | i | -3 | 0 | 1 | -4 | 0 | i | 5
CCc1ccccc1NC(=O)/C(=C/c1ccco1)c1ccccc1 | 3 | i | 13 | 2 | 0 | -11 | -7 | i | 0
Cc1ccc(-n2c(SCC3CCCCO3)nnc2-c2ccco2)cc1 (configuration not stated) | 4 | i | -5 | -1 | 3 | 1 | -1 | i | 0
CC1CC(C)CN(CCOc2cccc(Cl)c2Cl)C1 (configuration not stated) | -9 | i | -7 | -5 | -2 | -6 | 4 | i | -1
CN(c1ccccc1)S(=O)(=O)c1ccc(C(=O)NNC(=O)c2ccccc2)cc1 | -4 | i | -2 | -5 | -2 | -1 | -1 | i | 15
Cc1onc(-c2ccccc2Cl)c1C(=O)Nc1ccc(F)c(F)c1 | -3 | i | 7 | 9 | -3 | -2 | 3 | i | 17
COc1cccc(/C=N/NC(=O)CSCC(=O)Nc2ccccc2)c1O | 7 | i | -1 | -7 | -2 | -2 | 0 | i | 16
Cc1ccccc1OC1CCN(C(=O)C2CCC(=O)N(C3CCCC3)C2)CC1 (configuration not stated) | -2 | i | -4 | -2 | 2 | -11 | 0 | i | -3
COc1cc(/C=C/c2cc(C(F)(F)F)[nH]c(=O)n2)cc(OC)c1OC | 6 | i | -8 | 2 | -1 | 8 | -6 | i | 6
